Bioassay records as filed in PubChem BioAssay.
S-ASM inh = Inhibitors of Secretory Acid Sphingomyelinase (S-ASM): qHTS; placental ASM, HMU-PC fluorogenic substrate, 60 min; Sphingomyelin phosphodiesterase (Homo sapiens), P17405; Potency, µM (series often up to 57.5 µM), inactives show top-dose activity change, negative = inhibition, actives largely listed as inhibitors; hit rate 0.006% among 340,000; AID 504937, 2011; further: potency means the concentration at half of the fitted maximal effect
Target sequence (P17405 47-631 limits assumed): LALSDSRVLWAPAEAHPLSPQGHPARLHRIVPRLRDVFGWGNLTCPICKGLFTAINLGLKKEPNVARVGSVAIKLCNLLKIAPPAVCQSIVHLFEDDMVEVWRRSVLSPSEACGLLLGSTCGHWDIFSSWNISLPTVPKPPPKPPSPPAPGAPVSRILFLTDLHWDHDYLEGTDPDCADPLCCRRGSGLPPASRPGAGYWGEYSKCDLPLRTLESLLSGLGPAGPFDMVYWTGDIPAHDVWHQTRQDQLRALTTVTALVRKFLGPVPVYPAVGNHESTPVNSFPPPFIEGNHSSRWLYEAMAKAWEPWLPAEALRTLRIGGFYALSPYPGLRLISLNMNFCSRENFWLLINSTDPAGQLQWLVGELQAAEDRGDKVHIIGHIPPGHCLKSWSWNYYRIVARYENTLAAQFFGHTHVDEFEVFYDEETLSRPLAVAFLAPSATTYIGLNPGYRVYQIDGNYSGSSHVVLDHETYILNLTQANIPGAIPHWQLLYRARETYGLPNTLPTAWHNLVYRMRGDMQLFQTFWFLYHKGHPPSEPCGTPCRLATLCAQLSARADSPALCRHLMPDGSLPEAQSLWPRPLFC
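Steps: dispense placental human ASM, pin compound, wait 10 min at room temperature, add HMU-PC0 substrate at 9 uM final, incubate 60 min at 37 °C, add stop solution raising pH to 10, read fluorescence.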
MBNL1 CUG block = qHTS Assay for Inhibitors of MBNL1-poly(CUG) RNA binding | Potency, µM (series often up to 57.5 µM), for the others: at the top dose activity change, negative = inhibition, actives largely listed as inhibitors | Muscleblind-like protein 1 (Homo sapiens), Q9NR56 | hit rate 0.036% among 280,000 | AID 2675, 2010 | TR-FRET MBNL1-His/biotin-(CUG)12 binding, 665/545 ratio; active means well fitted inhibition curve with a large enough effect in the signal ratio, with a control signal flat, not every such curve was filed as active; inconclusive means small, poorly fitted or top-dose-only effect, or effect the other way, or a change in a side signal; inactive means no such curve, though single readings can be large or run the other way; the % refers to the signal ratio; further: potency means the concentration at half of the fitted maximal effect; on the % scale 0 is the no-effect control and ±100 the full control effect
Target sequence (Q9NR56 whole entry, looked up): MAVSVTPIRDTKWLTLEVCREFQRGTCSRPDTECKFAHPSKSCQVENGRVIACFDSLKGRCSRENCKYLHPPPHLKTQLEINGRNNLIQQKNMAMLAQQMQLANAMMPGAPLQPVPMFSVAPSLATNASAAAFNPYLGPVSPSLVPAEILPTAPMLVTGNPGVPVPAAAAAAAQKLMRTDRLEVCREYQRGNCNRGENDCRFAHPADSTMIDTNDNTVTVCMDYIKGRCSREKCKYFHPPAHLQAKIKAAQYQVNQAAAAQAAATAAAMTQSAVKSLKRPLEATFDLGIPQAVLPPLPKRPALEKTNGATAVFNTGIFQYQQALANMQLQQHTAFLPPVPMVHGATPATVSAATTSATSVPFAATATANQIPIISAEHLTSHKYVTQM
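Ratiometric TR-FRET (665 over 545 nm, excitation 340 nm) tracks disruption of MBNL1-His/biotin-(CUG)12 complex after 60 min at room temperature, with compounds at 92 nM to 58 uM final.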
AT treatment = qHTS Assay for Identifying a Potential Treatment of Ataxia-Telangiectasia; […] A-T fibroblasts, KAP-1 phosphorylation AlphaLISA; neocarzinostatin DNA damage 30 min before lysis; Potency, µM (series often up to 57.5 µM), for the others: top-dose activation, usual class: activators; hit rate 0.19% among 320,000; AID 485349, 2010; further: potency means the concentration at half of the fitted maximal effect; % of control where 0% means no effect; nearly all actives have a fitted effect of over 45% in size
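hTERT-immortalized A-T patient fibroblasts ([…]), 500 cells/well in OPTI-MEM, 1% FBS, got compounds for 60 min, then NCS for 30 min at 37C. Lysates were then assayed for phospho-KAP-1 by AlphaLISA (anti-pKAP1 donor, anti-KAP1 acceptor beads), 6 hr at 25C.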
TCR act = Activators of T cell receptors: qHTS campaign; primary human leukocytes, anti-CD3, IL-2 HTRF, 48 h; Potency, µM (highest dose often 9.22 µM), inactives show at the highest dose activation of IL-2 secretion, actives largely listed as activators; 330,000 tested, under 10 active; AID 504894, 2011; further: % of control where 0% means no effect
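Using a-CD3 beads without co-stimulation, primary human leukocytes were exposed to compounds for 48 hr. An HTRF IL-2 kit measured the cytokine, with europium-to-d2 energy transfer producing emission at 665nm upon 320nm excitation.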
a7 integrin act = qHTS for Activators of Integrin-Mediated Alleviation for Muscular Dystrophy; alpha7betagal myoblasts, beta-gal FDG fluorescence, 48 h; hit rate 0.064% among 350,000; Potency, µM (series often up to 38.3 µM), inactives show at the top dose activation, actives largely listed as activators;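 further: potency means the concentration at half of the fitted maximal effect; 100% = response of the positive control SU9516; nearly all actives have a fitted effect of over 60% in size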
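alpha7betagal+/- myoblasts (passage 13, 250/well) treated 48 h at 37C with compounds at 1:260 dilution of DMSO stock. Lysed, then beta-galactosidase activity read as FDG fluorescence (ex 480/em 540) after 30 min, with pre-read for autofluorescence.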
PTAP TSG101 blk = qHTS Assay for Iinhibitors of HIV-1 Budding by Blocking the Interaction of PTAP/TSG101. Tumor susceptibility gene 101 protein (Homo sapiens), Q99816. Fluorescence polarization, FITC-PTAP peptide / Tsg101 binding. Potency, µM (series often up to 115 µM), inactives show at the highest dose activity change, negative = inhibition, hits mostly inhibitors. 340,000 tested, under 10 active. AID 493005, 2010; active means well fitted inhibition curve with a large enough effect in the main read-out, with a control signal flat, not every such curve was filed as active; inconclusive means small, poorly fitted or top-dose-only effect, or effect the other way, or a change in a side signal; inactive means no such curve, though single readings can be large or run the other way; further: potency means the concentration at half of the fitted maximal effect; % of control where 0% means no effect
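FP read-out: FITC-PTAP peptide, 50 nM final, binding Tsg101 binding domain, 10 uM final; 20 min, r.t.; 10 mM HEPES pH 7.5, 0.15 M NaCl, 0.01% Tween 20, 3 mM EDTA, 0.1 mM TCEP.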
TSHR antag = Antagonists of the Thyroid Stimulating Hormone Receptor: HTS campaign; Thyrotropin receptor (Homo sapiens), P16473; TSHR-expressing cells, TSH-stimulated cAMP HTRF, 2 h; stronger effect = lower value; activity change, negative = inhibition, % at 11.5 µM; hit rate 0.2% among 330,000; AID 504810, 2011;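 active means activity change below a set negative limit, meaning inhibition stronger than a set level, cut at about -70% in these data; inconclusive means activity change between two set negative limits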; further: on the % scale 0 is the no-effect control and ±100 the full control effect
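Read-out is FRET at 665 nm (cryptate excitation 337 nm) from a cryptate-tagged anti-cAMP antibody, competed by cell cAMP against cAMP-d2. Compounds are tested on freshly harvested TSHR cells challenged with 4nM TSH (EC80) for 2 hours at 37 deg C.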
Menin-MLL TR inh = qHTS Assay for Inhibitors Targeting the Menin-MLL Interaction in MLL Related Leukemias: Competition With Texas Red Labeled MLL-derived Mutant Peptide. Menin + Texas Red MLL mutant peptide, fluorescence polarization. hit rate 0.23% among 270,000. O00255. Potency, µM (highest dose often 61.6 µM), for inactives: at the highest dose FP activity change, negative = inhibition, hits mostly inhibitors; active means well fitted inhibition curve with a large enough effect in the polarisation, with a control signal flat, not every such curve was filed as active; inconclusive means small, poorly fitted or top-dose-only effect, or effect the other way, or a change in a side signal; inactive means no such curve, though single readings can be large or run the other way; the % refers to the polarisation; further: potency means the concentration at half of the fitted maximal effect; % of control where 0% means no effect; many of its hits are not listed in these tables
Mito fusion yeast = qHTS Assay for Small Molecule Inhibitors of Mitochondrial Division or Activators of Mitochondrial Fusion. hit rate 0.23% among 320,000. Potency, µM (titrated, usually from 46.1 µM), without a hit: at the highest dose growth rescue (activation), actives largely listed as activators. S. cerevisiae fusion-defective mutant growth rescue, CellTiterGlo 48 h;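 further: potency means the concentration at half of the fitted maximal effect; % of control where 0% means no effect; nearly all actives have a fitted effect of over 45% in size; temperature-sensitive fusion mutants such as fzo1-1 at 37 °C on non-fermentable ethanol glycerol medium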
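Yeast fusion mutant, YPEG (non-fermentable carbon), compound, 48 h at 37C non-permissive; CellTiterGlo added, 10 min RT, luminescence read. Rescued growth = division inhibition.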
CXXC DNA block = qHTS Fluorescence Polarization Assay for Inhibitors of MLL CXXC domain - DNA interaction; MLL-CXXC / FITC-HOXA9 DNA fluorescence polarization; Potency, µM (series often up to 115 µM), for the others: at the top dose activity change, negative = inhibition, hits mostly inhibitors; hit rate 0.037% among 290,000; AID 2662, 2010; active means well fitted inhibition curve with a large enough effect in the polarisation, with a control signal flat, not every such curve was filed as active; inconclusive means small, poorly fitted or top-dose-only effect, or effect the other way, or a change in a side signal; inactive means no such curve, though single readings can be large or run the other way; the % refers to the polarisation; further: potency means the concentration at half of the fitted maximal effect
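Steps: dispense CXXC domain solution (7 uM) → pin compounds or unlabeled HOX-A9 DNA control → 5 min ambient → add FLSN-HOX-A9 solution (50 nM) → spin → 30 min ambient → fluorescence polarization. Tris pH 7.5/NaCl/DTT/BSA buffer.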
Starred values were filed as active, the others as inactive; u = inconclusive; x = no result given; [ ] = another dose, or the depositor's remark. Unless noted, the call rests on the fitted dose curve; in most records, active means well fitted curve in the direction sought with a large enough effect; inconclusive means small, poorly fitted or top-dose-only effect, or another doubt; inactive means no such curve, though single readings can be large; an effect the other way counts as inactive or inconclusive. The list is partial; count on the stated rates, not on these rows.

SMILES	S-ASM inh	MBNL1 CUG block	AT treatment	TCR act	a7 integrin act	PTAP TSG101 blk	TSHR antag	Menin-MLL TR inh	Mito fusion yeast	CXXC DNA block
Cc1ccc(-c2csc3nc4c5ccccc5c(NCCCN5CCOCC5)nn4c(=O)c23)cc1	x	15.9%	2.1%	x	x	x	-8.0	-16.1%	-6.2%	0.4%
CCc1cc2c(=O)c(-c3ccc4c(c3)OCCO4)coc2cc1OC(=O)c1ccco1	-3.4%	7.1%	-4.6%	8.3%	1.0%[7.66 µM]	-1.2%	1.0	19.2%	1.6%	91.4%[activator]
COc1ccc(C(=O)NC(=S)NNC(=O)[C@H]2C[C@@H]2c2ccccc2)cc1OC	-0.8%	-11.7%	1.5%	-5.3%	-51.2%[inhibitor]	0.0%	-11.1	x	-14.9%	-2.6%
Cc1cc(C)n(C(=O)COc2ccc(Cl)cc2Cl)n1	-0.1%	-18.3%	-2.5%	-3.9%[46.1 µM]	6.4%	-5.9%	-11.8	10.8%	7.5%	7.0%
O=C(CCCCn1c(=O)c2ccccc2n(CC(=O)NC2CCCC2)c1=O)NCc1ccco1	2.3%	-3.1%	-6.8%	5.9%	-1.6%	0.4%	16.5	u	-3.7%	-6.5%
CN(C)c1ccc(NC(=O)c2cccc(C(=O)Nc3ccc(N(C)C)cc3)n2)cc1	-19.6%	5.0%	-0.4%	2.8%[46.1 µM]	-19.4%	-4.1%	-7.1	-10.1%	-7.5%	0.5%
CCCCCOc1ccc(C(=O)NC(CCC)C(=O)O)cc1 (stereo not drawn)	1.1%	5.1%	-0.4%	0.0%	-9.1%	0.8%	-4.1	-4.1%	2.8%	-1.4%
O=C(N/C(=C\c1ccccc1)C(=O)N1CCOCC1)c1ccccc1Cl	0.3%	-10.4%	-0.5%	-2.5%	-22.8%	-4.7%	15.7	x	3.0%	10.0%
Cc1ccccc1NCN1C(=O)C2CCC(C)(C1=O)C2(C)C (stereo not drawn)	-0.2%	-10.7%	4.5%	-10.8%	u	-6.7%	0.6	x	-0.6%	-2.3%
COc1ccc(S(=O)(=O)N2Cc3ccccc3CC2C(=O)O)cc1 (stereo not drawn)	-2.5%	-0.4%	-3.1%	2.1%	2.5%	-4.0%	16.9	1.6%	-5.8%	7.1%
COCCN1CSC(=S)N(Cc2ccco2)C1	-0.7%	-12.3%	5.0%	2.4%	-43.3%	-4.8%	-2.8	u	3.3%	36.1%[activator]
Cn1c(CNS(=O)(=O)c2ccc(F)cc2)n[nH]c1=S	2.6%	0.1%	-3.7%	0.8%	6.1%	-3.3%	-4.9	23.4%	-1.0%	-7.6%
COc1ccc(CCNC(=O)CNC(=O)Cn2cnc3sc(C)c(C)c3c2=O)cc1OC	0.2%	-10.0%	5.2%	-7.4%	-30.2%	-6.0%	-4.3	-6.7%	-7.8%	-3.9%
NC(=S)N/N=C/c1ccccc1OCc1cccc(Cl)c1	-15.6%	8.2%	-1.5%	0.6%	-57.1%[inhibitor]	-4.4%	-8.2	-102.3%	9.1%	31.5%[activator]
O=C(COC(=O)c1ccncc1)Nc1cccc2ccccc12	6.0%	x	-1.6%	x	u	-2.6%	x	x	x	x
Cn1c(SCC(=O)NCc2ccc3c(c2)OCO3)nnc1C1COc2ccccc2O1 (stereo not drawn)	1.1%	-8.6%	-1.4%	14.9%	4.9%	-1.3%	9.2	-5.5%	-2.6%	4.4%
Cc1oc2c(c(C)cc3oc(=O)c(CC(=O)N[C@H](C(=O)O)C(C)C)c(C)c32)c1C	43.9%[activator]	26.6%	1.3%	-0.5%	u	2.1%	-14.5	-28.6%	-1.4%	0.8%
COc1ccc(OC)c2sc(N3CCN(c4ccccc4)CC3)nc12	-7.7%	x	x	-3.8%	2.5%	1.7%	x	x	x	x
CN=C(Nc1ccc(Cl)cc1)c1ccc(C(F)(F)F)cc1	-3.1%	-9.9%	2.7%	5.3%	19.5%	-1.9%	-0.1	3.5%	-3.8%	7.7%
Nc1nonc1-c1noc(CCCCCN2C(=O)c3ccccc3C2=O)n1	-1.6%	6.8%	-2.2%	-8.9%	13.7%	1.2%	-2.1	-17.2%	-1.8%	6.7%
CCOc1ccc(CCN2C(=S)N([C@@H](CC(C)C)CN3CCCC3CN3C(=S)NC[C@@H]3CC(C)C)C[C@@H]2Cc2ccc(O)cc2)cc1 (stereo partly drawn)	u	x	x	-3.8%	-14.5%	-4.2%	x	x	x	x
CCOC(=O)c1ccc(NC(=O)N2C3CCCC2CC(NC(C)=O)C3)cc1 (stereo not drawn)	0.5%	-0.2%	0.6%	5.9%	31.6%	-0.3%	-28.9	0.8%	0.9%	-5.3%
CCN(C[C@H]1N[C@@](CC)(C(=O)OC)[C@H]2C(=O)N(C)C(=O)[C@@H]12)S(=O)(=O)c1ccc(OC)cc1	2.7%	x	1.9%	-3.6%	0.0%	-7.5%	0.4	x	x	x
CC(C)NS(=O)(=O)c1ccc(NC(=O)CCc2ccccc2)cc1	-5.5%	2.9%	-4.1%	7.2%	16.7%	-1.8%	19.3	x	-1.5%	5.9%

Arranged by value in MBNL1 CUG block (low to high): 3 from the list above.
mol,S-ASM inh,MBNL1 CUG block,TCR act,a7 integrin act,PTAP TSG101 blk,TSHR antag,Menin-MLL TR inh,Mito fusion yeast,CXXC DNA block
COc1ccc(C(=O)NC(=S)NNC(=O)[C@H]2C[C@@H]2c2ccccc2)cc1OC,-0.8%,-11.7%,-5.3%,-51.2%[inhibitor],0.0%,-11.1,x,-14.9%,-2.6%
CN=C(Nc1ccc(Cl)cc1)c1ccc(C(F)(F)F)cc1,-3.1%,-9.9%,5.3%,19.5%,-1.9%,-0.1,3.5%,-3.8%,7.7%
Cc1oc2c(c(C)cc3oc(=O)c(CC(=O)N[C@H](C(=O)O)C(C)C)c(C)c32)c1C,43.9%[activator],26.6%,-0.5%,u,2.1%,-14.5,-28.6%,-1.4%,0.8%

Entries shown so far that contain a furan ring, fused or not:
SMILES	S-ASM inh	MBNL1 CUG block	AT treatment	TCR act	a7 integrin act	PTAP TSG101 blk	TSHR antag	Menin-MLL TR inh	Mito fusion yeast	CXXC DNA block
CCc1cc2c(=O)c(-c3ccc4c(c3)OCCO4)coc2cc1OC(=O)c1ccco1	-3.4%	7.1%	-4.6%	8.3%	1.0%[7.66 µM]	-1.2%	1.0	19.2%	1.6%	91.4%[activator]
O=C(CCCCn1c(=O)c2ccccc2n(CC(=O)NC2CCCC2)c1=O)NCc1ccco1	2.3%	-3.1%	-6.8%	5.9%	-1.6%	0.4%	16.5	u	-3.7%	-6.5%
COCCN1CSC(=S)N(Cc2ccco2)C1	-0.7%	-12.3%	5.0%	2.4%	-43.3%	-4.8%	-2.8	u	3.3%	36.1%[activator]
Cc1oc2c(c(C)cc3oc(=O)c(CC(=O)N[C@H](C(=O)O)C(C)C)c(C)c32)c1C	43.9%[activator]	26.6%	1.3%	-0.5%	u	2.1%	-14.5	-28.6%	-1.4%	0.8%
